All columns: NCI-60 one-dose screen, growth in % after 48 h at 10 µM unless noted; 100 = growth as untreated, 0 = no growth, -100 = all killed.
RXF 393 – RXF 393 renal cancer cells | actives 6.9% (n = 77,000)
A498 – A498 renal cancer cells. AID 1794774. actives 5.4% (n = 76,000)
786-0 – 786-0 renal cancer cells. actives 5.1% (n = 81,000)
TK-10 – TK-10 renal cancer cells | actives 3.9% (n = 81,000)
UO-31 – UO-31 renal cancer; actives 5.2% (n = 81,000)
ACHN – ACHN renal cancer | actives 4.9% (n = 81,000) | AID 1794771
SN12C – SN12C renal cancer cells; actives 3.8% (n = 81,000); AID 1794767
CAKI-1 – CAKI-1 renal cancer | actives 4.7% (n = 75,000) | AID 1794772
Active calls of the source: *; · = not tested or not shown. Rule for the calls: active = growth percent below 10; inactive = the rest.

No.	molecule	RXF 393	A498	786-0	TK-10	UO-31	ACHN	SN12C	CAKI-1
1	Cc1ccc(N2CCN(CSc3ccccc3)CC2)cc1	101	104	106	99	99	99	87	62
2	COc1cc(/C=C2\Oc3cc(OCC(=O)c4ccc([N+](=O)[O-])cc4)ccc3C2=O)cc(OC)c1OC	·	120	97	·	86	100	102	69
3	O=C1NC(=O)c2cc(-c3ccccc3)sc2C1=O	99	86	101	124	82	88	96	92
4	COc1cccc(-c2cn3nc(-c4c[nH]c5ccc(Br)cc45)sc3n2)c1	93	108	91	80	57	73	84	65
5	O=C1NN(CCO)C(=S)Nc2ccccc21	135	105	100	112	100	104	104	93
6	CC(O)c1cccc([N+](=O)[O-])c1 (configuration not stated)	96	93	99	101	68	114	92	85
7	C=C(CBr)[C@@H]1CC[C@]2(COC(C)=O)CC[C@]3(C)[C@H](CC[C@@H]4[C@@]5(C)CCCNC(C)(C)[C@@H]5CC[C@]43C)[C@@H]12	56	49	46	41	30	39	48	38
8	S=C(Nc1ccc(Cl)cc1)Nc1ccc(Nc2ncnc3sc4c(c23)CCN(Cc2ccccc2)C4)cc1	83	82	106	144	67	93	95	83
9	N#CC1(O)CCCCC1	110	88	105	102	86	106	110	93
10	COc1ccc(C2C=C(C)N=C3SC=NN32)cc1 (configuration not stated)	111	90	107	104	105	102	101	98

A draw from above in order of formula weight, largest number first.
No.	molecule	RXF 393	A498	786-0	TK-10	UO-31	ACHN	SN12C	CAKI-1
7	C=C(CBr)[C@@H]1CC[C@]2(COC(C)=O)CC[C@]3(C)[C@H](CC[C@@H]4[C@@]5(C)CCCNC(C)(C)[C@@H]5CC[C@]43C)[C@@H]12	56	49	46	41	30	39	48	38
8	S=C(Nc1ccc(Cl)cc1)Nc1ccc(Nc2ncnc3sc4c(c23)CCN(Cc2ccccc2)C4)cc1	83	82	106	144	67	93	95	83
4	COc1cccc(-c2cn3nc(-c4c[nH]c5ccc(Br)cc45)sc3n2)c1	93	108	91	80	57	73	84	65
10	COc1ccc(C2C=C(C)N=C3SC=NN32)cc1 (configuration not stated)	111	90	107	104	105	102	101	98
3	O=C1NC(=O)c2cc(-c3ccccc3)sc2C1=O	99	86	101	124	82	88	96	92
5	O=C1NN(CCO)C(=S)Nc2ccccc21	135	105	100	112	100	104	104	93
6	CC(O)c1cccc([N+](=O)[O-])c1 (configuration not stated)	96	93	99	101	68	114	92	85

Next structures
No.	molecule	RXF 393	A498	786-0	TK-10	UO-31	ACHN	SN12C	CAKI-1
11	Brc1ccc(Nc2nnc(-c3c[nH]c4ccccc34)o2)cc1	114	121	98	152	63	94	91	84
12	Cc1ccc(OCCSC(=S)N(C)C)cc1	102	68	82	73	94	108	98	89
13	COc1ccc(C(Cc2ccccc2)NC(CO)(CO)CO)cc1 (configuration not stated)	112	104	97	100	95	111	103	·
14	CC1=C(C(=O)OC(C)(C)C)C(c2ccc3c(c2)OCO3)NC(=O)N1 (configuration not stated)	106	114	103	103	90	110	104	90
15	CCOP(=O)(OCC)c1nc(-c2ccccc2)oc1NCC(O)CO (configuration not stated)	94	104	105	98	79	104	101	97
16	O=C(CC1Sc2ccccc2NC1=O)NNc1cc(Cl)ccc1Cl (configuration not stated)	·	91	100	114	72	96	97	71
17	O=C(NCc1cccc(C(F)(F)F)c1)[C@H](CCC(=O)N1CCN(C2CCCCC2)CC1)N1C(=O)[C@@H](N2C(=O)OC[C@@H]2c2ccccc2)[C@H]1/C(Cl)=C/c1ccccc1	52	47	50	41	28	58	37	62
18	COc1c2occc2c(OC)c2c(=O)c(C(C)=O)c(C)oc12	105	124	107	103	95	103	106	98
19	CC(C)(C)n1cc(-c2ccnc(NCCCNS(=O)(=O)c3ccccc3)n2)c(-c2ccc(Cl)c(O)c2)n1	89	114	100	137	88	95	88	91
20	N#CC1C(=O)Nc2cccnc21 (configuration not stated)	89	91	106	110	82	107	109	90
21	CC(=O)OCC(OC(C)=O)C(OC(C)=O)C(CNc1cc(C)c(C)cc1N=Nc1ccc([N+](=O)[O-])cc1)OC(C)=O (configuration not stated)	107	93	92	82	65	·	100	·
22	CCn1c(SCC(=O)N/N=C/c2ccccc2)nc2c1c(=O)n(C)c(=O)n2C	104	94	103	125	70	101	98	84
23	O=S(=O)(c1ccc(Cl)cc1)N(CCO)CCO	101	102	95	98	99	112	100	·
24	COc1cc(CNS(=O)(=O)c2ccc(C)cc2)ccc1OCc1cn(-c2ccc(Cl)c(Cl)c2)nn1	102	73	105	125	68	97	94	79
25	Nc1cc(=O)[nH]c(SCC(=O)N2CCN(c3cc4c(cc3F)c(=O)c(C(=O)O)cn4C3CC3)CC2)n1	107	102	96	95	86	100	·	95
26	CC1(C)C(N)=Nc2cc3c(cc21)OCCCC1c2ccccc2CN1CCCO3 (configuration not stated)	74	89	79	97	72	95	90	76
27	COc1ccc2c(ccc[n+]2C)c1	136	107	97	102	86	99	104	96
28	COC(=O)[C@@H](NS(=O)(=O)N(c1ccc(F)cc1)C1CCN(C(=O)c2ccc(F)cc2)CC1)C(C)C	120	69	91	113	89	103	109	98
29	S=C(N/N=C/c1ccccn1)Nc1ccccn1	2.4*	·	2.4*	31	13	16	34	13
30	Cc1ccc(S(=O)(=O)N2CCn3c(nnc3C(F)(F)F)C2)cc1[N+](=O)[O-]	95	·	98	102	79	98	98	83

Copied from the list:
SN12C with S=C(N/N=C/c1ccccn1)Nc1ccccn1 is entered as 34
786-0 with CC1(C)C(N)=Nc2cc3c(cc21)OCCCC1c2ccccc2CN1CCCO3 (configuration not stated) is entered as 79
CAKI-1 with COC(=O)[C@@H](NS(=O)(=O)N(c1ccc(F)cc1)C1CCN(C(=O)c2ccc(F)cc2)CC1)C(C)C is entered as 98
CAKI-1 with Nc1cc(=O)[nH]c(SCC(=O)N2CCN(c3cc4c(cc3F)c(=O)c(C(=O)O)cn4C3CC3)CC2)n1 is entered as 95
TK-10 with COc1cc(CNS(=O)(=O)c2ccc(C)cc2)ccc1OCc1cn(-c2ccc(Cl)c(Cl)c2)nn1 is entered as 125

Following part:
No.	molecule	RXF 393	A498	786-0	TK-10	UO-31	ACHN	SN12C	CAKI-1
31	COc1cc(-c2cnnn2-c2nonc2N)cc(OC)c1OC	102	96	100	113	95	107	102	97
32	c1ccc(C2CCCCC2)cc1	105	101	95	109	96	100	101	98
33	Nc1nc(N)c2c(n1)NC(c1sc(Cl)nc1Cl)CC(c1ccccc1)=N2 (configuration not stated)	44	20	62	71	47	61	49	45
34	O=C(Nc1ccc(C2=NCCCN2)cc1)c1ccc(NC(=O)c2ccc(C3=NCCCN3)cc2)cc1	·	125	103	126	78	94	91	·
35	COC(=O)c1cccc2c1C(=O)c1ccccc1-2	127	109	106	152	107	105	110	107
36	COc1ccc(/C=C2/C(=O)N=C3N2NC(c2ccccc2)=CN3c2ccccc2)cc1	90	107	99	124	77	96	96	88
37	O=C(O)C1(c2ccccc2)CC1	97	102	111	109	101	101	97	105
38	CN1C(=O)CNC(=O)[C@H](NC(=O)c2nc3ccccc3cc2O)CSSC[C@H]1C(=O)O	116	113	107	99	93	112	102	102
39	O=c1[nH]cc(CN2CCOCC2)c(=O)[nH]1	121	·	111	110	90	111	109	119
40	O=C(O)c1ccccc1NCc1ccco1	·	100	97	65	·	115	100	·
41	CC1(C)CC[C@]2(CO)CC[C@]3(C)C(=CC[C@@H]4[C@@]5(C)CC[C@H](NCO)C(C)(C)[C@@H]5CC[C@]43C)[C@@H]2C1	-88*	84	-80*	100	-59*	-69*	-75*	-72*
42	Fc1ccc(-c2nc(-c3ccc(-c4nc5ccc(F)cc5[nH]4)cc3)no2)cc1	80	80	102	119	84	71	84	81
43	COc1cc(OCc2cccc(-c3ccc4c(c3)OCCO4)c2C)cc(OC)c1CN[C@@H](CO)C(=O)O	103	86	99	99	91	108	96	98
44	CC(=O)C1(C)C(=O)N(c2ccc(F)cc2)C(=O)N1c1ccc(F)cc1 (configuration not stated)	118	74	107	96	93	106	104	99
45	Nc1c(I)cc(I)cc1C(=O)O	106	100	95	103	95	101	100	99
46	Cc1ccccc1NC(=O)Nc1ccccc1C	108	91	110	108	75	108	103	101
47	Cc1[nH]c(C(=O)Nc2ccc(C(N)=O)cc2OCc2ccc(C(=O)NCCN)cc2)c(Cl)c1Cl	110	85	101	122	80	107	100	97
48	O=C1/C=C/[C@@H](O)[C@@H]2C[C@@H](O)C[C@H]2/C=C/CCC[C@H](CCc2ccccc2)O1	-4.2*	-28*	-55*	-26*	15	7.0*	12	-8.7*
49	COC(=O)c1ccc2c(c1)nc(-c1ccc(Cl)cc1)n2Cc1ccc(OC)c(OC)c1	84	95	102	90	73	88	83	77
50	CCOC(=O)C1=C(C)NC(C)=C(C(=O)OCC)C1(C)C	98	108	88	109	100	106	97	107

Profiles as entered above. Order of values: RXF 393	A498	786-0	TK-10	UO-31	ACHN	SN12C	CAKI-1
Cc1[nH]c(C(=O)Nc2ccc(C(N)=O)cc2OCc2ccc(C(=O)NCCN)cc2)c(Cl)c1Cl reads 110	85	101	122	80	107	100	97
COC(=O)c1ccc2c(c1)nc(-c1ccc(Cl)cc1)n2Cc1ccc(OC)c(OC)c1 reads 84	95	102	90	73	88	83	77
CC(=O)C1(C)C(=O)N(c2ccc(F)cc2)C(=O)N1c1ccc(F)cc1 (configuration not stated) reads 118	74	107	96	93	106	104	99

The list goes on.
No.	molecule	RXF 393	A498	786-0	TK-10	UO-31	ACHN	SN12C	CAKI-1
51	COc1cc(/C=N/n2c(CN3CCOCC3)nc3ccccc3c2=O)cc(OC)c1OC	117	82	100	103	88	103	101	100
52	CC(=O)Nc1ccc2c(c1)-c1ccc(F)cc1C2	·	103	89	108	95	103	105	97
53	CNC(=O)c1cc(-c2ccc(NC(=O)Nc3ccc(C)cc3)cc2)nc2cccnc12	100	95	104	108	64	92	101	93
54	COC(=O)C(Cc1ccccc1)NS(=O)(=O)c1ccc(C)cc1 (configuration not stated)	97	95	96	108	99	97	98	95
55	NC(=S)N/N=C(\c1ccc(F)cc1)C1CC1	129	97	117	112	65	89	105	99
56	Oc1ccc(Cc2ccccc2)cc1	86	52	88	123	55	96	92	86
57	CN1CCN(c2ccc(-c3cc4c(Nc5ccc(F)c(Cl)c5)ncnn4c3)cn2)CC1	101	87	100	77	88	83	91	96
58	Clc1ccc2nc(CI)c(CI)nc2c1	·	118	0.7*	88	-32*	88	59	·
59	O=C(N/N=C\c1ccc(Cl)cc1)c1ccc2nc(-c3ccc(Br)cc3)[nH]c2c1	-47*	65	-74*	-27*	16	-13*	-15*	-18*
60	CN1CCCC1=Nc1ccccc1	103	·	115	107	92	115	95	95
61	Cc1c(CN(C)C)cc(C(C)C)cc1C(C)C	112	95	103	95	108	112	97	103
62	COc1ccccc1-n1c(-c2csc(NC(C)=O)n2)n[nH]c1=S	102	·	97	89	80	114	114	·
63	O=C1/C(=C/c2ccc(B(O)O)cc2F)Oc2ccccc21	109	108	105	113	67	100	90	97
64	COc1cc(/C=C2\C(=O)N(CC(O)COc3cc(O)c4c(=O)cc(-c5ccccc5)oc4c3)c3ccccc32)cc(OC)c1O (configuration not stated)	101	105	98	137	51	80	84	·
65	CC(=O)c1sc(/N=C2\NC(=O)/C(=C/c3ccc(F)cc3)S2)nc1C	112	92	92	100	79	101	105	·
66	CCOC(=O)/C(C#N)=C\Nc1ccc2ncnc(Nc3ccccc3Cl)c2c1	92	64	91	53	67	69	99	45
67	CCOc1ccc(/C=N/NC(=O)Cn2nc(Cc3ccc([N+](=O)[O-])cc3)c3onc(C)c3c2=O)cc1	·	45	-80*	-12*	-48*	-68*	11	-9.9*
68	O=C(O)C(Cc1ccc(O)cc1)NS(=O)(=O)Cc1ccccc1 (configuration not stated)	98	92	104	95	89	99	96	113
69	CCOC(=O)c1csc(NC(=S)Nc2ccc(Cl)cc2)n1	92	100	96	77	83	102	102	·
70	CC(=O)Nc1ccc(S(=O)(=O)N2C(=O)CCC2C(=O)Nc2ccccc2)cc1 (configuration not stated)	58	2.0*	26	28	14	30	40	9.5*
71	CC(NC(C)c1ccccc1)c1ccccc1 (configuration not stated)	111	85	100	97	95	102	99	99
72	Cn1cc(-c2nn3cc(-c4ccc(F)cc4)nc3s2)c2cc(Br)ccc21	108	93	105	102	57	81	89	66
73	Cc1cc([N+](=O)[O-])cc(Cl)c1O	107	93	103	104	94	110	98	97
74	CC(=O)NC(CCC(=O)O)C(=O)O (configuration not stated)	114	97	·	109	93	114	108	101
75	CCOC(=O)C/C(=N\Nc1cc(=O)[nH]c2cc(C)ccc12)C(=O)OCC	109	111	99	111	72	100	103	87

Screens from PubChem BioAssay.
